KDM5B inhibitor – Primary screen for KDM5B Histone Demethylases FDH-coupled qHTS; KDM5B demethylase, FDH-coupled NADH fluorescence (FDH is formaldehyde dehydrogenase); Potency, µM (top dose mostly 57.7 µM), for inactives: at the highest dose activity change, negative = inhibition, usual class: inhibitors; hit rate 2.6% among 220,000; active = well fitted inhibition curve with a large enough effect; inconclusive = small, poorly fitted or top-dose-only effect; inactive = no such curve, though single readings can be large or run the other way; note: 0% is about no effect; nearly all actives have a fitted effect of over 70% in size
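Compound dilutions met 200 nM (final) KDM5BΔAP for 10 min at room temperature before substrate addition. The substrate mix held 12.5 µM H3K4me3 with cofactors 25 µM α-ketoglutarate and 50 µM Fe²⁺. NADH signal gain over 30 min defined activity.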
Active calls of the source: *; ? = inconclusive; [ ] = another dose, or the depositor's remark. Potency is the fitted concentration of half-maximal effect. This is a subset; rates above refer to the full screens.

SMILES	KDM5B inhibitor
CC1CCCC(N2CCN(Cc3ccc(Cl)cc3)CC2)C1 (stereo not given)	?
COCCN(CC1CC1)C(=O)c1ccc2nc(-c3ccc(F)cc3)cn2c1	25.1µM*
C=C(Br)COc1ccc(Cl)cc1C(N)=O	7.6%
COc1cccc([S+](=O)([O-])N2CCC(N3CCNC3=O)CC2)c1	19.7%[115 µM]
Cc1ccc(SCC(=O)OC(C)C(=O)NC2CCCCC2C)c(C)c1 (stereo not given)	1.0%
COc1cccc(N2CCN(S(=O)(=O)c3ccc4[nH]c5c(c4c3)CCCC5)CC2)c1	?
CC(C)c1nnc(C2CN(C(=O)Cc3ccc(Br)cc3)CC23CCOCC3)o1 (stereo not given)	-10.7%
CC(C)(C)CNC(=O)c1nc[nH]c1C(=O)N1CCOCC1	12.8%
CCOC(=O)N1CCN(C(=O)c2cc3occc3n2Cc2ccccc2F)CC1	-7.9%
CN1CCC(N2CCN(C(=O)c3ccncc3)CC2)C1=O (stereo not given)	2.0%
CCn1c(CN(C)C)nnc1C1CCN(C(=O)CN(C)c2ccccc2)CC1	17.5%
COc1ccccc1Nc1ncc2c(n1)CN(C(=O)c1cccc(O)c1)CCN2	-6.9%[86.2 µM]
COc1ccc(OC)c(/C=N/NC(=O)c2ccc3nc[nH]c3c2)c1	-14.2%
CC(=O)c1ccc(NC(=O)C(C)Sc2ncnc3ccccc23)cc1 (stereo not given)	15.0%
NC(=O)c1ccccc1NC(=O)c1cc(=O)c2ccccc2o1	11.1%
COc1ccccc1OCCn1c(NC(=O)c2cccs2)nc2ccccc21	18.1%
N#Cc1cccc(CN2CCc3nc(N4CCOCC4)[nH]c(=O)c3CC2)c1	8.8%
CCOc1ccccc1C1NC(=O)NC(CN2CCN(c3ccccn3)CC2)=C1C(=O)OC (stereo not given)	-0.7%
COc1ccc(-c2nc(C3CC3)nc3c2CN([S+](=O)([O-])c2cccs2)CC3)cc1	11.1%[115 µM]
Fc1ccc(Cc2nc3nccc(-c4cccnc4)n3n2)cc1	1.0%
Cn1c(=O)c2c(nc(NCc3ccco3)n2Cc2cccc(Cl)c2)n(C)c1=O	-6.4%
Cc1ccc(-c2nc3nc(CNc4ccc(C)c(Cl)c4)cc(=O)n3[nH]2)cc1	-7.8%
Cc1nn(C)c2c1c(-c1ccccc1)cc(=O)n2C(C)C(=O)NCc1ccc(F)cc1 (stereo not given)	?
O=C(CSc1nc2ccsc2c(=O)n1Cc1ccccc1F)NCc1ccccc1Cl	-9.2%
CC(C)(C)c1cc(CCC(=O)NCc2cccnc2)cc(C(C)(C)C)c1O	9.1%

Three entries out of the list above, ordered by the value under KDM5B inhibitor, ascending.
SMILES | KDM5B inhibitor
Cc1ccc(-c2nc3nc(CNc4ccc(C)c(Cl)c4)cc(=O)n3[nH]2)cc1 | -7.8%
CCOc1ccccc1C1NC(=O)NC(CN2CCN(c3ccccn3)CC2)=C1C(=O)OC (stereo not given) | -0.7%
CC(C)(C)CNC(=O)c1nc[nH]c1C(=O)N1CCOCC1 | 12.8%

Records above that bear a hit mark in KDM5B inhibitor.
SMILES	KDM5B inhibitor
COCCN(CC1CC1)C(=O)c1ccc2nc(-c3ccc(F)cc3)cn2c1	25.1µM*

Shown in markdown: entries from further up.
| structure | KDM5B inhibitor |
| --- | --- |
| C=C(Br)COc1ccc(Cl)cc1C(N)=O | 7.6% |
| Fc1ccc(Cc2nc3nccc(-c4cccnc4)n3n2)cc1 | 1.0% |
| CCOC(=O)N1CCN(C(=O)c2cc3occc3n2Cc2ccccc2F)CC1 | -7.9% |
| Cn1c(=O)c2c(nc(NCc3ccco3)n2Cc2cccc(Cl)c2)n(C)c1=O | -6.4% |
| O=C(CSc1nc2ccsc2c(=O)n1Cc1ccccc1F)NCc1ccccc1Cl | -9.2% |
| COc1cccc([S+](=O)([O-])N2CCC(N3CCNC3=O)CC2)c1 | 19.7%[115 µM] |

Carrying on:
SMILES	KDM5B inhibitor
O=C1NCCN1C1CCN(Cc2ccc(F)cc2)CC1	22.6%[149 µM]
COc1ccc(C2NC(=O)N(C)C3=C2C(=O)N(c2ccc(F)cc2)C3)cc1 (stereo not given)	?
COc1cccc(N2C(=O)NC(=NC3CCCCC3)C23CCN(C(=O)c2cccnc2)C3)c1 (stereo not given)	-4.7%
Cc1cccc(Nc2nnc(SC(C)C#N)s2)c1C (stereo not given)	-8.5%
Cc1ccc2nc(-c3ccc(C)c(NC(=O)c4ccc([N+](=O)[O-])o4)c3)oc2c1	17.9%
Cc1cnc(C(=O)OCc2csc(CC(=O)Nc3ccccc3C)n2)cn1	-13.5%
O=C1CCN(C(=O)CCCc2ccccc2)CCCC(c2nc(-c3cccnc3)no2)CCN1 (stereo not given)	11.5%
CC(C)Cc1cc(C(=O)N2CCc3[nH]nc(-c4ccccc4F)c3C2)n(C)n1	10.9%
CCn1nc(C)cc1C(=O)NCc1cccnc1N1CCOCC1	35.3%[activator]
O=C(c1ccc(C(F)(F)F)cc1)N1CCCC2(C1)C(=NC1CCCC1)NC(=O)N2c1cc(F)cc(F)c1 (stereo not given)	-5.7%[115 µM]
N#C/C(=C/c1ccc(-c2ccccc2)cc1)C(=O)c1ccsc1	?
COc1c(F)c(F)cc2c(=O)c(C(=O)O)cn(C3CC3)c12	?
CC1=C[C@@H](CNCCN2CCNC2=O)[C@H](C(C)C)C[C@H]1Cc1nnc(-c2cccnc2)o1	41.2%[activator]
NC(=O)c1ccsc1NC(=O)COC(=O)c1ccc(F)c(F)c1	12.5%
CC(NC(=O)/C(=C\c1ccc(F)cc1)NC(=O)c1ccco1)C(=O)O (stereo not given)	28.1%
CN1C[C@@H](NC(=O)COc2ccccc2)C[C@H]1c1nc(-c2ccncc2)no1	18.5%[86.2 µM]
CC(O)c1ccc(-c2ccc(CNCc3ccco3)o2)cc1 (stereo not given)	?
COc1ccccc1C(=O)NCCC(=O)N(C)Cc1cccnc1	15.8%
CCn1ccc(C(=O)N2CCC(CCOC)(NS(C)(=O)=O)CC2)n1	-9.3%
O=C(CCc1cccs1)N1CCOC(CCCc2ccccc2)C1 (stereo not given)	-19.1%
COCc1cc(C[C@@H]2CC[C@H](O)[C@@H](CNC(=O)C(C)C)O2)no1	15.7%[86.2 µM]
O=C(Nc1ccccc1C(=O)OCc1cc(=O)n2c3c(sc2n1)CCCC3)c1ccccc1	?
Cc1ccc(N2CC(c3nc4ccc(C)cc4[nH]3)CC2=O)cc1 (stereo not given)	-9.9%
Cc1c(NC(=O)c2cc3cc(Br)ccc3[nH]2)c(=O)n(-c2ccccc2)n1C	?
CN1CC2(CCN(C(=O)c3cccn3C)CC2)CC1C(=O)N1CCOCC1 (stereo not given)	-38.9%
The listing continues:
SMILES	KDM5B inhibitor
O[C@@H]1C[C@@H](c2nnc3n2CCN(CC2CCCCC2)C3)N(Cc2ccccc2)C1	-11.5%
O=C(N1CCC(c2n[nH]c(=O)n2Cc2ccc(F)cc2)CC1)C1(c2ccccc2)CC1	26.3%
C=CCc1ccccc1OCC(O)CN (stereo not given)	9.4%
COCC(=O)N1C[C@H](NC(=O)C(=O)c2cccn2C)[C@@H](C2CC2)C1	13.9%
O=C(O)C/C(=C/c1cccc(Oc2ccc(Cl)cc2)c1)c1nc2ccccc2s1	?
Cc1ccc(C)c(N(CC(=O)N2CCc3ccccc3C2)S(C)(=O)=O)c1	-7.5%
CCc1ccc(C(C)NC(=O)CN2CSCC2=O)cc1 (stereo not given)	19.8%
CS(=O)(=O)Nc1ccc(C2(C(=O)NCc3ccc(Cl)cc3)CCCCC2)cc1	-21.5%
COc1ccc(Nc2nccc3c(=O)cc(-c4cn[nH]c4)oc23)cc1OC	-11.4%[86.2 µM]
Cn1c(CNC(=O)C2Cn3cccc3C(=O)N2Cc2cccnc2)nc2ccccc21 (stereo not given)	-2.3%
CCCn1c(C)cnc1CC1CCCN(C(=O)CCOC)C1 (stereo not given)	-16.0%
CCCCC(CC)CNC(=O)c1ccc2c(=O)n(CCOC)c(=O)[nH]c2c1 (stereo not given)	?
CCC(Sc1nc2ncccc2c(=O)n1Cc1ccccc1)C(=O)Nc1ccc(OC)cc1 (stereo not given)	1.5%
N=C(N)SCc1ccc(Cl)cc1Cl	1.9%
COC(=O)c1ccccc1NC(=O)c1nc(SCc2ccccc2C)ncc1Cl	-9.5%
COc1ccc2c(C)c(CCC(=O)Nc3ccccc3)c(=O)oc2c1	92.0%[activator]
S=C(NCc1ccccc1)Nc1ccc2ccccc2c1	-9.0%
CC(=O)NCc1ccc(-c2csc(Nc3ccc(F)cc3)n2)s1	-22.9%
CCc1ccc(C(=O)N2CCC(CC(=O)NCc3ccccc3)C2)cc1 (stereo not given)	1.4%
COc1ccc(CN(C)Cc2nnc(-c3ccccc3)o2)cc1F	9.5%
Cc1ccc(-c2nc(C)c(CCNC(=O)c3cccs3)s2)cc1	?
CCCNC(=O)NC[C@H]1O[C@@H]2C[C@@H](CC(=O)NC(C)C)O[C@@H]2[C@@H]1O	0.9%[86.2 µM]
COc1ccc(C2NC(=O)N(CC3CC3)C3=C2C(=O)OC3)cc1 (stereo not given)	-4.3%
COc1ccccc1OCCNc1nc2c(c(=O)n(C)c(=O)n2C)n1C	27.6%
CCc1ccccc1NC(=O)c1cc2c(s1)CN(C(C)C)C2	7.08µM*
Following part
SMILES	KDM5B inhibitor
CCC(C)C(NC(=O)C1CCC(C(C)C)CC1)C(=O)O (stereo not given)	17.2%
O=C(NCc1ccccc1F)C(=O)NCC(c1ccco1)S(=O)(=O)c1ccccc1 (stereo not given)	-8.8%
O=C1CN(C(=O)Cc2c[nH]c3ncc(-c4ccccc4)cc23)CCN1	39.8µM*
COc1cc(C2CC(=O)N3CN(c4ccc(C)c(Cl)c4)CSC3=C2C#N)ccc1O (stereo not given)	?
O=C(OCc1cccc(COC(=O)c2ccc(OCC3CCCO3)cc2)c1)c1ccc(OCC2CCCO2)cc1 (stereo not given)	26.1%
COCCOC1CCN(C(=O)Cc2cccs2)CC1	17.9%
CC(C)(C)c1ccc(C(=O)Nc2ccc([C@H]3OCC(=O)N[C@@H]3CO)cc2)cc1	15.7%[86.2 µM]
Cc1cn2nc(C(=O)N3CCC(NC(=O)COc4ccccc4)CC3)cc2c(=O)[nH]1	?
Cc1noc(C)c1CCC(=O)NC(c1cnn(C)c1)C1CC(O)C1 (stereo not given)	-13.7%
COC(=O)c1ccc(N2CCN(c3ccccc3)CC2)nc1	24.4%
COc1cc(CN(C(=O)COc2ccccc2C)c2ccccn2)cc(OC)c1OC	8.8%
COc1ccccc1N1CCN([C@H]2[C@@H]3OC[C@@H](O3)[C@@H](NCc3ccc(OC(F)(F)F)cc3)[C@@H]2O)CC1	-3.1%
Cn1ccnc1CNC(=O)C[C@@H]1C[C@H]2O[C@H](CNCc3cnccc3C(F)(F)F)[C@@H](O)[C@H]2O1	-0.6%
COc1cc(NC(=O)CC2C(=O)OCCN2Cc2ccccc2)cc(OC)c1 (stereo not given)	-17.2%
O=S(=O)(c1cccnc1)N1CCC(OC2CCN(Cc3cccnc3)CC2)CC1	26.3%
N#Cc1nc(COc2ccc(-c3ccccc3)cc2)oc1NCCN1CCOCC1	8.3%
CSCCC(=O)NCc1cccs1	24.9%
C=CCC1(CO)CCCN(S(=O)(=O)c2ccccc2F)C1 (stereo not given)	-3.9%
O=C(c1ccc2c(c1)N(Cc1ccc(Cl)cc1)C(=O)c1ccccc1S2(=O)=O)N1CCCC1	-20.1%
CCn1nnc2cc(C(=O)Nc3cccc(Cl)c3)ccc21	?
CCOc1ccc(NC(=O)CCc2c(C)nc3nc(C)nn3c2C)cc1	-19.7%
Cc1ccc(C)c(NC(=O)Cn2c(=O)n(Cc3cccs3)c(=O)c3cccnc32)c1	-12.4%
Cn1c2ccccc2c2cnn(CC(=O)NCCCN3CCN(c4ccccc4F)CC3)c(=O)c21	-15.8%
Cc1ccc(NC(=O)Cn2nc(-c3ccc(F)cc3)c3cnc4ccc(C)cc4c32)cc1	-3.9%
O=C(NCc1ccc(Cl)cc1)c1cc(S(=O)(=O)N2CCCCC2)c[nH]1	-16.8%
Next entries.
SMILES	KDM5B inhibitor
COc1ccc(-c2cc(N3CCN(C(=O)c4cccc(OC)c4)CC3)n[nH]2)cc1	1.4%
O=C(Nc1cccc2ncccc12)C1CCCN(S(=O)(=O)c2ccc(F)cc2)C1 (stereo not given)	1.8%
CCOC(=O)c1cccc(NC(=O)CC(c2cc(OC)c(OC)c(OC)c2)N2Cc3ccccc3C2=O)c1 (stereo not given)	13.4%
C/C(CC(C)C)=N\NC(=O)c1ccc(C)c(C)c1	33.2%[activator]
CCCCOC(=O)C(C)Oc1ccc2c(=O)c(Oc3ccc(C(C)(C)C)cc3)coc2c1 (stereo not given)	9.9%
COc1ccccc1N1CCN(C(=O)c2cc(S(=O)(=O)N3CCC(C)CC3)cn2C)CC1	8.4%
CCc1ccc(NC(=O)CCc2nnc3ccc(NCc4cccnc4)nn23)cc1	2.7%
O=C(Cc1cccs1)N1CC[C@H]2COC(=O)N2c2cc(F)ccc2C1	-9.5%[86.2 µM]
O=C(CCCc1nc(-c2ccc(Cl)cc2)no1)NCc1ccco1	6.9%
Cc1ccccc1CNC(=O)COc1ccc(-c2nc(C(C)C)no2)cc1	-10.9%
Cc1cc(CNC(=O)[C@@H]2CCC[C@@H](NC(=O)CC(C)C)CN(C)C(=O)C2)no1	-8.4%[86.2 µM]

Arranged by molar mass (smallest number first): some entries from above
SMILES	KDM5B inhibitor
C/C(CC(C)C)=N\NC(=O)c1ccc(C)c(C)c1	33.2%[activator]
Cc1ccccc1CNC(=O)COc1ccc(-c2nc(C(C)C)no2)cc1	-10.9%
Cc1cc(CNC(=O)[C@@H]2CCC[C@@H](NC(=O)CC(C)C)CN(C)C(=O)C2)no1	-8.4%[86.2 µM]
COc1ccccc1N1CCN(C(=O)c2cc(S(=O)(=O)N3CCC(C)CC3)cn2C)CC1	8.4%
CCOC(=O)c1cccc(NC(=O)CC(c2cc(OC)c(OC)c(OC)c2)N2Cc3ccccc3C2=O)c1 (stereo not given)	13.4%
